Gal4-VP16 FLuc – VP16 counterscreen qHTS for inhibitors of ROR gamma transcriptional activity; Drosophila S2 Gal4-VP16 UAS-luciferase, luminescence, 20 h; Potency, µM (series often up to 53.6 µM), inactives show at the top dose activity, negative = inhibition, most hits filed as inhibitors; 310,000 compounds, 3.5% hits; AID 2546, 2010;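 also: Gal4-VP16 expression switched on by copper sulfate through the metallothionein promoter; potency is read from the fitted curve at half-maximal effect; % is scaled to controls: 0 for no effect and ±100 for the full control effect; nearly all actives have a fitted effect of over 50% in size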
ELG1 repair inh – qHTS screen for small molecules that inhibit ELG1-dependent DNA repair in human embryonic kidney (HEK293T) cells expressing luciferase-tagged ELG1; HEK293T ELG1-luciferase reporter, luminescence, 16 h; DNA damage induced by 5-fluorouridine; Potency, µM (series often up to 46.1 µM), without a hit: top-dose activity change, negative = inhibition, actives largely listed as inhibitors; 330,000 compounds, 2.3% hits; also: potency is read from the fitted curve at half-maximal effect; % is scaled to controls: 0 for no effect and ±100 for the full control effect; nearly all actives have a fitted effect of over 55% in size
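In this reporter screen, reduction of luminescence relative to DMSO vehicle indicated activity. Compounds and 5-fluorouridine were added together to 2,000 cells per well, incubated for 16 hr at 37 °C, then developed with ONE-Glo.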
NPC1 prom act – qHTS Assay for NPC1 Promoter Activators; Huh7 NPC1 promoter luciferase reporter, 24 h; Potency, µM (highest dose often 9.22 µM), for the others: top-dose activation, actives largely listed as activators; 320,000 compounds, 2.4% hits;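 also: potency is read from the fitted curve at half-maximal effect; % of control where 0% means no effect; nearly all actives have a fitted effect of over 60% in size; reporter is driven by a mutant NPC1 promoter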
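Huh7 reporter cells (NPC1 promoter driving luciferase) are dosed with compound for 24 h at 37 °C, 5% CO2; luciferase detection reagent is then added and luminescence measured after 10 min at ambient temperature.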
RORg inh – qHTS for inhibitors of ROR gamma transcriptional activity; Drosophila S2 Gal4-RORgamma UAS-luciferase reporter, 20 h; 310,000 compounds, 5.4% hits; AID 2551, 2010; Nuclear receptor ROR-gamma (Mus musculus), P51450; Potency, µM (highest dose often 53.6 µM), for the others: at the highest dose activity change, negative = inhibition, most hits filed as inhibitors; also: potency is read from the fitted curve at half-maximal effect; % is scaled to controls: 0 for no effect and ±100 for the full control effect; nearly all actives have a fitted effect of over 60% in size
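ROR gamma transcriptional activity was tracked as Gal4-UAS luciferase output in stably transfected Drosophila Schneider cells, with compound added 1 hr before 700 uM copper sulfate induction and a 20 hr ambient-temperature incubation.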
KCNH2 3.1 inh – qHTS for Inhibitors of KCHN2 3.1: Mutant qHTS. Potassium voltage-gated channel subfamily H member 2, brain isoform KCNH2 3.1 (human). U2OS KCNH2 3.1, thallium flux FluxOr; active compounds read low. activity change, % (tested at about 1.8 µM). 340,000 compounds, 0.95% hits;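 active = maximum activity change below -70%; inconclusive = maximum activity change from -70% to -50%; inactive = maximum activity change above -50%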;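 also: thallium influx rate constant from kinetic fluorescence after stimulation buffer; % is scaled to controls: 0 for no effect and ±100 for the full control effect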
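Steps: virus added to U2OS suspension (4 h, RT, dark); medium with 10% FBS added, cells plated, 37 C overnight; FluxOr/Red40 loading buffer 45 min RT; stimulation buffer, 2 min kinetic read; rate constant normalized.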
Menin-MLL TR inh – qHTS Assay for Inhibitors Targeting the Menin-MLL Interaction in MLL Related Leukemias: Competition With Texas Red Labeled MLL-derived Mutant Peptide. 270,000 compounds, 0.23% hits. Potency, µM (titrated, usually from 61.6 µM), for inactives: at the top dose FP activity change, negative = inhibition, actives largely listed as inhibitors. Menin + Texas Red MLL mutant peptide, fluorescence polarization. O00255; active = well fitted inhibition curve with a large enough effect in the polarisation, with a control signal flat, not every such curve was filed as active; inconclusive = small, poorly fitted or top-dose-only effect, or effect the other way, or a change in a side signal; inactive = no such curve, though single readings can be large or run the other way; the % refers to the polarisation; also: potency is read from the fitted curve at half-maximal effect; % of control where 0% means no effect; many of its hits are not listed in these tables
MBNL1 CUG block – qHTS Assay for Inhibitors of MBNL1-poly(CUG) RNA binding. AID 2675, 2010. 280,000 compounds, 0.036% hits. Muscleblind-like protein 1 (Homo sapiens), Q9NR56. Potency, µM (titrated, usually from 57.5 µM), for inactives: at the highest dose activity change, negative = inhibition, usual class: inhibitors. TR-FRET MBNL1-His/biotin-(CUG)12 binding, 665/545 ratio; active = well fitted inhibition curve with a large enough effect in the signal ratio, with a control signal flat, not every such curve was filed as active; inconclusive = small, poorly fitted or top-dose-only effect, or effect the other way, or a change in a side signal; inactive = no such curve, though single readings can be large or run the other way; the % refers to the signal ratio; also: potency is read from the fitted curve at half-maximal effect; % is scaled to controls: 0 for no effect and ±100 for the full control effect
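Ratiometric TR-FRET (665 over 545 nm, excitation 340 nm) tracks disruption of MBNL1-His/biotin-(CUG)12 complex after 60 min at room temperature, with compounds at 92 nM to 58 uM final.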
PKM2 act – qHTS Assay for Activators of Human Muscle isoform 2 Pyruvate Kinase; 260,000 compounds, 0.34% hits; Pyruvate kinase PKM (Homo sapiens), P14618; Potency, µM (highest dose often 57.5 µM), for inactives: at the top dose activation, usual class: activators; purified PKM2, Kinase-Glo ATP luminescence, activation; response scale: 0% is enzyme alone, no compound; also: potency is read from the fitted curve at half-maximal effect; % is scaled to controls: 0 for no effect and ±100 for the full control effect; nearly all actives have a fitted effect of over 55% in size
Target sequence (P14618 whole entry, looked up, canonical isoform): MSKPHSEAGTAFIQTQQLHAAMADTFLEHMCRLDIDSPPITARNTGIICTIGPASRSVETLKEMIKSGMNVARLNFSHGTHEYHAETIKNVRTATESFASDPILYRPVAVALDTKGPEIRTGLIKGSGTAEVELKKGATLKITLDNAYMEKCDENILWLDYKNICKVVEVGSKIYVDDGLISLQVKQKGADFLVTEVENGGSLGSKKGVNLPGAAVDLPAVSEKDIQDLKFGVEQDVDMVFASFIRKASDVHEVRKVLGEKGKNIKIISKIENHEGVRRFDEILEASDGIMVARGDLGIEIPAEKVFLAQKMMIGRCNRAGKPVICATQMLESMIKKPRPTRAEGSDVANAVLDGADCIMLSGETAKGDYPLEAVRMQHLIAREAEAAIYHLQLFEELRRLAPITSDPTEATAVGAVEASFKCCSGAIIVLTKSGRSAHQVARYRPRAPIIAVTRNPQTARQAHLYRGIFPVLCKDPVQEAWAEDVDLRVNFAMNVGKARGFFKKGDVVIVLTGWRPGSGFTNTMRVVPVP
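hPK-M2, >95% pure; 0.1 mM ADP / 0.5 mM PEP final; imidazole pH7.2 buffer w/ 7 mM MgCl2, 50 mM KCl; 1 h RT; Kinase-Glo lum. Intermediate enzyme activity for dual inhibitor/activator qHTS.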
FLuc modulator – qHTS profiling assay for firefly luciferase inhibitor/activator using purifed enzyme and Km concentrations of substrates (counterscreen for miR-21 project). 360,000 compounds, 6.9% hits. Potency, µM (doses to about 57.5 µM), inactives show at the top dose activity change, negative = inhibition, actives largely listed as inhibitors. Luciferin 4-monooxygenase (Photinus pyralis), P08659. AID 588342, 2011. purified FLuc, Km substrates, luminescence inhibition;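 also: potency is read from the fitted curve at half-maximal effect; plate controls were vehicle for no effect and reference inhibitor for full effect; nearly all actives have a fitted effect of over 55% in size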
Target sequence (P08659 whole entry, looked up): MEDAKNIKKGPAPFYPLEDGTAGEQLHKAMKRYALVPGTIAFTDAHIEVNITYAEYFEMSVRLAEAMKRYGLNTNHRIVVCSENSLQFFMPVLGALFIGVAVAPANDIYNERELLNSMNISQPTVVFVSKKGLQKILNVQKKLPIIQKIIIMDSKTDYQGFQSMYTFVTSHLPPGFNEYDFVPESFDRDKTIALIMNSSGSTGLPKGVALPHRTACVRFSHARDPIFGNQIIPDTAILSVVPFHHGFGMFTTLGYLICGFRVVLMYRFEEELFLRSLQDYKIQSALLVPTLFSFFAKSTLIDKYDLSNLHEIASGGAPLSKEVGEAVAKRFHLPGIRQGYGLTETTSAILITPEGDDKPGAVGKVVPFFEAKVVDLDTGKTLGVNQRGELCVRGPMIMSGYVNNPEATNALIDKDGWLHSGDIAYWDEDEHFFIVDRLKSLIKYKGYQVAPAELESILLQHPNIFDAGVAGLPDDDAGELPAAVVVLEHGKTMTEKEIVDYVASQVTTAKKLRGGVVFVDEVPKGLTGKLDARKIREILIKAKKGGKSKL
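Purified P. pyralis luciferase (10nM final) with 10uM D-luciferin and 10uM ATP (Km levels) in 50mM Tris acetate pH 7.5, 10mM Mg acetate, 0.01% Tween-20, 0.05% BSA; qHTS 6-point titration, ~60 µM downward; luminescence read.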
Rab9 promoter act – qHTS Assay for Rab9 Promoter Activators | Huh7 Rab9 promoter-luciferase reporter, luminescence, 24 h | 320,000 compounds, 2.8% hits | AID 485297, 2010 | Potency, µM (titrated, usually from 9.22 µM), for inactives: at the top dose activation, negative = inhibition, usual class: activators; also: potency is read from the fitted curve at half-maximal effect; % of control where 0% means no effect; nearly all actives have a fitted effect of over 60% in size
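Luminescence from Amplite-detected luciferase (10 minutes, ambient) reports Rab9 promoter activation. Before that, stable Rab9-luciferase Huh7 cells (1500/well, reduced-serum OP-MEM I plus 10% FBS) were exposed to compound for 24 hours at 37C.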
Mito fusion act – qHTS Assay for Small Molecule Inhibitors of Mitochondrial Division or Activators of Mitochondrial Fusion | 320,000 compounds, 0.23% hits | Potency, µM (highest dose often 46.1 µM), for the others: at the top dose growth rescue (activation), most hits filed as activators | S. cerevisiae fusion-defective mutant growth rescue, CellTiterGlo 48 h;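 also: potency is read from the fitted curve at half-maximal effect; % of control where 0% means no effect; nearly all actives have a fitted effect of over 45% in size; temperature-sensitive fusion mutants such as fzo1-1 at 37 °C on non-fermentable ethanol glycerol medium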
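Read-out: ATP-based luminescence (CellTiterGlo, 10 min ambient) reporting growth of fusion-defective ts yeast after 48 hours at 37C on glycerol/ethanol YPEG medium in the presence of compound.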
The depositor's hits bear a star; ? = inconclusive; nt = not tested or not shown; [ ] = dose if it differs, or a comment. Unless noted, calls follow the shape of the dose curve; as a rule, active = well fitted curve in the direction sought with a large enough effect; inconclusive = small, poorly fitted or top-dose-only effect, or another doubt; inactive = no such curve, though single readings can be large; an effect the other way counts as inactive or inconclusive. An excerpt (hit frequency here may not be typical).

No. | canonical_smiles | Gal4-VP16 FLuc | ELG1 repair inh | NPC1 prom act | RORg inh | KCNH2 3.1 inh | Menin-MLL TR inh
1 | COc1ccc(-c2noc(CN(C)S(=O)(=O)c3ccc(C)cc3)n2)cc1 | nt | -30% | 16% | -5%[0.365 µM] | -6 | -7%
2 | CC(C)Cc1nnc(NC(=O)CCC(=O)Nc2ccc(F)cc2)s1 | -1% | 1% | 1% | 14% | 7 | 4%
3 | O=C(NCCOc1ccc(Cl)cc1)c1ccc2c(c1)OCCO2 | nt | ? | 3.2µM* | nt | -27 | nt
4 | CC(C)NC(=O)[C@@H]1CSC2c3ccccc3C(=O)N21 (stereo partly specified) | 13% | 11% | 2% | -22% | -1 | 0%
5 | COc1ccc(Cl)cc1C(=O)n1nc(C)cc1C | 19% | nt | nt | 1% | -1 | 9%
6 | CC(c1nc2ccccc2c(=O)[nH]1)N1CCN(C)CC1 (stereo unspecified) | -1% | -3% | 1% | 14% | -9 | -2%
7 | O=C(N/N=C\c1cn[nH]c1-c1ccccc1)c1cccs1 | 4% | 4% | 0% | -40% | 2 | 5%
8 | N#Cc1ccc(COC(=O)Cn2nnc(-c3ccccc3)n2)cc1 | -16% | 13% | 0% | 26% | -17 | 13%
9 | O=C(NCCCl)Nc1ccccc1OCCOc1ccccc1NC(=O)NCCCl | 0% | -10% | -4% | 19% | -3 | 16%
10 | Cc1ccc(S(=O)(=O)NCCn2nc(C)nc2C)cc1 | -5% | -3% | 4% | -17% | 20 | 6%
11 | CN(C)C1=NCCN1CCc1ccccc1 | nt | 15% | -2% | nt | nt | nt
12 | COC(=O)c1cccc(NC(=O)/C=C/c2ccc([N+](=O)[O-])cc2)c1 | -16% | ? | 8% | -3% | -4 | ?
13 | Cc1csc(NC(=O)CN2C(=O)c3ccccc3S2(=O)=O)n1 | 7% | 2% | -3% | -9% | -13 | nt
14 | O=C(O)CCC(=O)Nc1ccc(N2CCCCC2)c(C(=O)O)c1 | 5% | 21% | -5% | -8% | -3 | -6%
15 | Cc1noc(NC(=O)c2cccc(Cl)c2Cl)c1C#N | -1%[10 µM] | 11% | -6% | 38% | 15 | -12%

No. | MBNL1 CUG block | PKM2 act | FLuc modulator | Rab9 promoter act | Mito fusion act
1 | -2% | -2% | -2% | 9% | 7%
2 | 8% | 1% | 8% | 1% | 0%
3 | nt | nt | 8.5µM* | 3.5µM* | 0%
4 | -10% | nt | -2% | -2% | 6%
5 | -2% | -5% | 2% | nt | 6%
6 | -3% | -8% | 0% | -5% | 0%
7 | 4% | -6% | 24µM* | 1% | 5%
8 | 4% | -2% | 2% | -9% | -5%
9 | -3% | nt | 0% | 0% | -1%
10 | -5% | -3% | -1% | 3% | -6%
11 | nt | nt | 2% | -9% | -3%
12 | 37%[activator] | 3% | 2.4µM* | 2% | -1%
13 | -10% | -1% | ? | 4% | -5%
14 | ? | -11% | 2% | -2% | -1%
15 | 1% | -1% | -13% | 1% | -2%

The results go on:
No. | canonical_smiles | Gal4-VP16 FLuc | ELG1 repair inh | NPC1 prom act | RORg inh | KCNH2 3.1 inh | Menin-MLL TR inh
16 | COc1ccccc1S(=O)(=O)Cc1ccc(C(=O)N2CCOCC2)o1 | -1% | 16% | -2% | -12% | 5 | 19%
17 | CC1CC(C)CN(S(=O)(=O)c2cccc3cccnc23)C1 (stereo unspecified) | -10% | -3% | -1% | -10% | 14 | -7%[11.7 µM]
18 | OCCN1C2=NCCCN2c2ccccc21 | -7% | 14% | -5% | 0% | -10 | -11%
19 | COc1ccc(/C=C2/C(=O)ON=C2c2ccccc2)cc1OC | ? | ? | -6% | 1% | 3 | 14%
20 | O=C(CCc1ccccc1)NNC(=O)c1ccccc1F | 9% | 8% | 0% | 14% | -6 | 1%
21 | CCc1nc2ccccc2c(=O)n1NC(=O)c1c(O)c2cccc3c2n(c1=O)CCC3 | 5% | nt | nt | -27% | -6 | 1%
22 | C[C@H](NC(=O)c1nc[nH]c1C(=O)NCc1ccc(CNC(=O)OC(C)(C)C)cc1)C(=O)OC(C)(C)C | -11% | 8.2µM* | 3% | ? | 6 | 24%
23 | N#CC1=C(N)OC2=C(C(=O)CCC2)C1c1ccc2c(c1)OCO2 (stereo unspecified) | -12% | -5% | -2% | -2% | -1 | 3%
24 | Cn1c(=O)nc2n(Cc3ccccc3)c3ccccc3cc-2c1=O | -1% | -2% | -1% | -1% | -4 | -13%
25 | Nc1ccc(-c2nc3cc([N+](=O)[O-])ccc3o2)cc1 | ? | ? | 1.4µM* | ? | 12 | nt
26 | COc1ccc(N2CCN(c3nc4cc(C)ccc4cc3C=O)CC2)cc1 | -8% | -9% | -5% | ? | 11 | -15%
27 | O=S(=O)(c1cc(-c2nnc(-c3ccc(Br)cc3)o2)ccc1Br)N1CCCCCC1 | -2% | 21µM* | -9% | -33% | -7 | -15%
28 | O=C(COc1ccc2cc(-c3ccccc3)c(=O)oc2c1)NCC1CCC(C(=O)O)CC1 (stereo unspecified) | -7% | ? | -1% | -31% | 3 | ?
29 | COc1ccc(-c2cc(C(=O)NCCCn3ccnc3)no2)cc1OC | 1% | 10% | 3% | 6% | 0 | nt
30 | O=C(NCC(=O)N(c1ccccc1F)C(C(=O)NC1CCCC1)c1cccnc1)c1ccco1 (stereo unspecified) | 17% | 10% | 1% | -1% | -10 | -6%
31 | CCOc1ccc2oc(-c3ccccc3)c(C(=O)O)c2c1 | -1% | 4% | -2% | 2% | -9 | 1%
32 | CCc1cccc(C)c1NC(=O)COC(=O)CNS(=O)(=O)/C=C/c1ccccc1 | -17% | 1% | -3% | 2% | 11 | ?
33 | Cc1cc(Br)ccc1OCCN1CC(C)OC(C)C1 (stereo unspecified) | 7% | 0% | -2% | -3% | 3 | 1%

No. | MBNL1 CUG block | PKM2 act | FLuc modulator | Rab9 promoter act | Mito fusion act
16 | 3% | 1% | 0% | -2% | -2%
17 | -12% | 11% | -12% | 1% | 2%
18 | 1% | -2%[11.5 µM] | -2% | 4% | 0%
19 | 5% | 16% | 11µM* | -8% | -3%
20 | -8% | -4% | 0% | -3% | -3%
21 | -15% | 2% | 10% | nt | 3%
22 | -3% | -1% | 1% | 0% | -4%
23 | -5% | 1% | -1% | 1% | -2%
24 | ? | 3% | -5% | -19% | -2%
25 | ? | 4% | 2.1µM* | 1.1µM* | 16%
26 | 19% | 6% | -2% | 3% | -13%
27 | 2% | 1% | 1% | -5% | 5%
28 | ? | -3% | 6µM* | 2% | -1%
29 | -6% | 9% | 4% | -7% | 0%
30 | -1% | nt | 0% | -4% | -4%
31 | 6% | -1% | ? | -2% | 10%
32 | 10% | -1% | 0% | -3% | 0%
33 | -5% | 5% | 1% | -6% | 0%

Bioassay records from PubChem BioAssay.
